GLP1R ag: qHTS of GLP-1 Receptor Agonists | Glucagon-like peptide 1 receptor (Homo sapiens), P43220 | HEK293 GLP-1R CRE-luciferase, luminescence, 4-6 h; cells express a hypersensitive GLP-1R form | Potency, µM (series often up to 45.6 µM), inactives show at the highest dose activation, hits mostly activators | 380,000 tested, 0.007% active | AID 624172, 2012; note: potency is the fitted concentration of half-maximal effect; % of control where 0% means no effect
Target sequence (P43220 whole entry, looked up): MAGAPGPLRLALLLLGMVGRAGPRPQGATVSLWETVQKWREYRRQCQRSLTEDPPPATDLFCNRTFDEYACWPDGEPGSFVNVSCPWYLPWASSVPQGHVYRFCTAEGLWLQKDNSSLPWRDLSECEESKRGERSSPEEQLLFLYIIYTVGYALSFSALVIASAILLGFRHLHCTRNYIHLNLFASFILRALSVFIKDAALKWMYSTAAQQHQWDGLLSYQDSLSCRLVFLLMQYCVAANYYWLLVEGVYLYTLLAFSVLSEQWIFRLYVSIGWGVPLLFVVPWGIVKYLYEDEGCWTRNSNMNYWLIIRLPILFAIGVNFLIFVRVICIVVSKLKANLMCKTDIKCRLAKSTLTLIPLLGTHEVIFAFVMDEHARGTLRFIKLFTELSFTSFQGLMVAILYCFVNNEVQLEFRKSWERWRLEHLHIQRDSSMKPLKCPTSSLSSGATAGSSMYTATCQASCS
D3 antag: qHTS of D3 Dopamine Receptor Antagonist: qHTS. D(3) dopamine receptor (Homo sapiens), P35462. D3R cells, DiscoveRx beta-arrestin luminescence, antagonist mode; hits give low values. max response, negative = inhibition, %. 360,000 tested, 2.5% active. AID 652054, 2013; in the data active = max response below about -50%; inconclusive = no clear call, values can overlap the other calls; note: % is set by controls: 0 for no effect and ±100 for the full control effect; mostly tested at two doses, the higher about 12 µM
Target sequence (P35462 whole entry, looked up): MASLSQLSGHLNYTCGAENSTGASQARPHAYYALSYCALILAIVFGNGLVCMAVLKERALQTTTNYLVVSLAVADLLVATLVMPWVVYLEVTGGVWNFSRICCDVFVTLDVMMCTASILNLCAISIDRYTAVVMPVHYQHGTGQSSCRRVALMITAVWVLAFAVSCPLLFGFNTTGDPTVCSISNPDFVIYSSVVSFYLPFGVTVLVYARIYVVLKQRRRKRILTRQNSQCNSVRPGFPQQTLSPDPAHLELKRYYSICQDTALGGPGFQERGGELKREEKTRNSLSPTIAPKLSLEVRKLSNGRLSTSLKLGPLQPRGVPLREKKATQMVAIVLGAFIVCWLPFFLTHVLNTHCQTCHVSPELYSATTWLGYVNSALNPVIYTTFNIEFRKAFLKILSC
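Cells expressing the human receptor were seeded at 1500 cells/well, incubated overnight at 37 degrees C in 5% CO2, then exposed to library compounds with dopamine controls for 90 minutes at 37 degrees C before luminescent detection.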
DRD3 agonist: qHTS of D3 Dopamine Receptor Agonist: qHTS | D(3) dopamine receptor (Homo sapiens), P35462 | D3R DiscoveRx beta-arrestin cells, luminescence, 90 min | max activation, % | 410,000 tested, 0.58% active | AID 652048, 2013; in the data active = max activation above about 30%; note: 0% is about no effect; mostly tested at two doses, the higher about 12 µM
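Cells at 1500/well, incubated overnight, then treated with pinned compounds (dopamine as control) for 90 min at 37 degrees C. DiscoveRx reagent added for 30 - 60 minutes at room temperature; luminescence read.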
HT1080-NT tox: qHTS for induction of synthetic lethality in tumor cells producing 2HG: qHTS for the HT-1080-NT fibrosarcoma cell line | HT-1080-NT fibrosarcoma viability, CellTiter-Glo ATP luminescence, 48 h | 360,000 tested, 1.6% active | Potency, µM (doses to about 46.1 µM), inactives show at the highest dose activity, negative = less viability, hits mostly cytotoxic;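 note: NT is the 2HG producing partner of a matched IDH1 knockdown line; potency is the fitted concentration of half-maximal effect; 0% = DMSO-treated cells and -100% = media-only wells without cells; nearly all actives have a fitted effect of over 55% in size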
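Compounds were tested in concentration-response format on HT-1080-NT cells for 48 hours at 37 degrees C. Cell viability came from CellTiter-Glo luminescence; curves were classified by r2, response magnitude and activity.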
KB-3-1 cytotox: qHTS assay for MDR1-selective chemotherapeutics: Primary screen using the parental adenocarcinoma cell KB-3-1. KB-3-1 viability, CellTiter-Glo ATP luminescence, 72 h. Potency, µM (titrated, usually from 46.1 µM), for the others: at the top dose activity change, negative = cytotoxic, hits mostly cytotoxic. 400,000 tested, 1.4% active. AID 1347075, 2019; note: potency is the fitted concentration of half-maximal effect; % is set by controls: 0 for no effect and ±100 for the full control effect; nearly all actives have a fitted effect of over 60% in size
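Multi-concentration cytotoxicity screen in KB-3-1 cells grown in DMEM lacking phenol red with 10% FBS. After 72 h at 37 °C with compound, ATP-dependent luminescence was recorded.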
HT1080 IDH1KD tx: qHTS for induction of synthetic lethality in tumor cells producing 2HG: qHTS for the HT-1080-IDH1KD cell line; HT-1080 IDH1 knockdown viability, ATP luminescence, 48 h; Potency, µM (highest dose often 46.1 µM), for inactives: at the highest dose activity, negative = toxicity, hits mostly cytotoxic; 360,000 tested, 2% active; AID 686971, 2013;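 note: potency is the fitted concentration of half-maximal effect; 0% = DMSO wells and -100% = cell-free medium wells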
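After a 2 h attachment period, IDH1KD HT-1080 cells took pin-transferred compound for 48 h at 37 °C; ATP-based luminescence after 10 min room-temperature reagent incubation reported viability.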
KB-V1 MDR tox: qHTS assay for MDR1-selective chemotherapeutics: Primary screen using the drug-selected MDR subline cells KB-V1. KB-V1 MDR cells viability, CellTiter-Glo, 72 h. Potency, µM (series often up to 46.1 µM), inactives show at the highest dose activity change, negative = cytotoxicity, usual class: cytotoxic. 400,000 tested, 3.4% active; note: potency is the fitted concentration of half-maximal effect; % is set by controls: 0 for no effect and ±100 for the full control effect; nearly all actives have a fitted effect of over 60% in size
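Cytotoxicity toward P-gp-expressing KB-V1 cells was determined as loss of CellTiter-Glo luminescence after 72 h at 37 degrees C. Compounds were tested in quantitative HTS format across a concentration range, with curves fitted to normalized data.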
IL-1B inflam inh: qHTS for Inhibitors of Inflammasome Signaling: IL-1-beta AlphaLISA Primary Screen; activity change, % at 57.5 µM; THP-1 LPS/ATP IL-1B secretion, AlphaLISA, 16 h; hits give low values; 360,000 tested, 4.7% active; in the data active = activity change below about -50%; inconclusive = mostly about -30% to -49%; note: % is set by controls: 0 for no effect and ±100 for the full control effect
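Secreted IL-1B measured by AlphaLISA bead assay after 16 h compound exposure of THP-1 cells; compounds (final up to 57.5 uM) added 1 h before LPS (250 ng/mL) and ATP (1.25 mM) stimulation; lower signal means less secretion.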
SW480 rereplic: A quantitative high throughput screen for small molecules that induce DNA re-replication in SW480 colon adenocarcinoma cells | SW480 DNA re-replication, Hoechst DNA content imaging, 48 h | Potency, µM (titrated, usually from 46.1 µM), for inactives: top-dose re-replication activation, actives largely listed as activators | 340,000 tested, 1.8% active; note: potency is the fitted concentration of half-maximal effect; % of control where 0% means no effect; nearly all actives have a fitted effect of over 55% in size
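Treated cells incubate 48 hr (37 C, 5% CO2), are stained 40 min with Hoechst, and nuclear fluorescence is enumerated; a rise in nuclei with high DNA signal marks re-replication.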
* hit, by the source's call; ? = inconclusive; / = no result given; [ ] = dose if it differs, or a comment. Unless noted, calls come from the whole dose curve; as a rule, active = well fitted curve in the direction sought with a large enough effect; inconclusive = small, poorly fitted or top-dose-only effect, or another doubt; inactive = no such curve, though single readings can be large; an effect the other way counts as inactive or inconclusive.

SMILES	GLP1R ag	D3 antag	DRD3 agonist	HT1080-NT tox	KB-3-1 cytotox	HT1080 IDH1KD tx	KB-V1 MDR tox	IL-1B inflam inh	SW480 rereplic
FC(F)(F)c1cc(CCN2CCNC[C@H]2Cc2cccc3ccccc23)cc(C(F)(F)F)c1	-2%	0	6	-27%	0%	?	1%	-105*	?
O=C(CN1CCN(CC(=O)Nc2ccccc2Cl)CC1)Nc1ccc2c(c1)OCCO2	0%	7	0	0%	?	-2%	-3%	-8	-1%
Cc1ccc(C(=O)OCc2nnc(-c3ccccc3)o2)cc1S(=O)(=O)N1CCOCC1	-9%	12	0	10%	0%	13%	25%	-9	-3%
Cc1ccc(-n2nc3cc(C)c(NC(=O)c4cccnc4)cc3n2)cc1	3%	20	4	11%	3%	14%	5%	-6	-3%
CCc1ccc(NC(=O)CSC2=C(C#N)C(c3ccc4c(c3)OCO4)CC(=O)N2)cc1 (stereo not drawn)	2%	-14	-5	?	-14%	-30%	?	12	-4%
CCC(C(=O)NC1CCCCC1)N(C(=O)c1snc(C(N)=O)c1N)c1ccc(OC)cc1OC (stereo not drawn)	7%	-19	-10	2%	0%	2%	?	?	5%
CCOC(=O)c1c(C)[nH]c(C(=O)CN2C(=O)NC(CC)(c3ccccc3)C2=O)c1C (stereo not drawn)	13%	19	3	-26%	?	-27%	-30%	-7	/
Cc1ccc2c(c1)CCCN2CC(=O)Nc1cc(S(=O)(=O)N2CCCC2)ccc1Cl	2%	1	2	-1%	?	-9%	?	12	-2%
O=[N+]([O-])c1ccc(-c2csc(Nc3ccccc3)[n+]2Cc2ccccc2)cc1	-16%	19	2	-1%	-14%	-1%	?	-7	2%
Cc1cc(OCC(=O)NNC(=O)CCc2ccccc2)ccc1Br	8%	1	9	8%	21%	6%	0%	21	-1%
CCOC(=O)c1cc(S(=O)(=O)N2CCN(C(=O)OCC)CC2)cn1C	10%	-11	4	5%	-1%	13%	0%	0	0%
Cc1cccc(C(=O)N[C@H](C(=O)Nc2cccc(S(=O)(=O)N3CCCC3)c2)C(C)C)c1	-5%	-19	2	4%	-13%	0%	?	-2	6%
COc1ccc(C(=O)COC(=O)Cc2n[nH]c(=O)c3ccccc23)c(OC)c1	-1%	11	-7	-2%	-9%	-1%	-7%	-9	1%
CC(=O)c1c(C)[nH]c(C(=O)OCC(=O)NCc2ccccc2)c1C	6%	-19	-8	8%	0%	-4%	?	54	/
COc1ccc(CN(CCN(C)C)Cc2ccccc2)c(OC)c1	-4%	-4	-6	-26%	2%	-23%	1%	-1	-6%
O=C(CSS(=O)(=O)O)N1CCN(C(=O)c2ccoc2)CC1	-2%	-2	-3	-6%	-10%	21%	?	8	2%
O=C(Cc1ccc(F)cc1)Nc1nnc(SCC(=O)NC2CCCC2)s1	4%	3	5	2%	10%	18%	7%	-8	-2%
CCOc1ccccc1NC(=O)C(=O)N/N=C/c1ccc([N+](=O)[O-])cc1	3%	10	-6	19%	9%	22%	0%	-20	-3%
CN1c2ccccc2C(C)(C)C12CC(c1cccc(S(=O)(=O)N3CCCC3)c1)=NO2 (stereo not drawn)	-10%	6	2	-1%	?	-15%	6.5µM*	0	-9%
CCN1CCc2c(sc(N)c2C#N)C1	1%	-21	22	7%	2%	9%	?	14	3%
CCn1c(/C=C/c2ccccc2)nc2ccccc21	-1%	-10	26	?	-1%	?	?	-8	?
N#CC1(NC(=O)CSc2nc3ncc(Cl)cc3[nH]2)CCCCC1	-3%	46	2	0%	-7%	-6%	?	26	0%
O=C(C1CCCO1)N1CCN(C(=S)Nc2ccc(F)cc2)CC1 (stereo not drawn)	-3%	10	2	3%	0%	5%	24%	-16	4%
CCN(CC)S(=O)(=O)c1ccc(NS(=O)(=O)c2ccc(OC)c([N+](=O)[O-])c2)cc1	2%	-25	-3	3%	-4%	-1%	4%	118	8%

An excerpt of these results, in CSV form:
compound,GLP1R ag,D3 antag,DRD3 agonist,HT1080-NT tox,KB-3-1 cytotox,HT1080 IDH1KD tx,KB-V1 MDR tox,IL-1B inflam inh,SW480 rereplic
CCOC(=O)c1cc(S(=O)(=O)N2CCN(C(=O)OCC)CC2)cn1C,10%,-11,4,5%,-1%,13%,0%,0,0%
Cc1cccc(C(=O)N[C@H](C(=O)Nc2cccc(S(=O)(=O)N3CCCC3)c2)C(C)C)c1,-5%,-19,2,4%,-13%,0%,?,-2,6%

The list continues:
SMILES	GLP1R ag	D3 antag	DRD3 agonist	HT1080-NT tox	KB-3-1 cytotox	HT1080 IDH1KD tx	KB-V1 MDR tox	IL-1B inflam inh	SW480 rereplic
COC(=O)C1C(=O)C2=C(CC1C)NC(C)=C(C(=O)OC1CCCC1)C2c1ccc(N(C)C)cc1 (stereo not drawn)	22%	-4	-6	?	0%	-27%	?	-15	?
CCc1nccn1CCC(=O)N1CCc2c([nH]c3ccccc23)C1CC(C)C (stereo not drawn)	1%	6	2	-13%	8%	?	-8%	7	-6%
C=CCN(Cc1nc(-c2cc(OC)c3c(c2)OCO3)oc1C)C1CCS(=O)(=O)C1 (stereo not drawn)	13%	0	-4	25%	-2%	?	-39%	-18	-15%
C=C(C)C1Cc2c(C)nn(-c3ccccc3)c2C1 (stereo not drawn)	8%	16	6	-2%	-3%	1%	6%	-3	-3%
CCOC(=O)C1=NN(C(=O)c2ccc(OC)cc2)C(O)(c2ccc(Cl)cc2)C1 (stereo not drawn)	15%	-13	0	-17%	-1%	1%	5%	64	?
Cc1cc(C)c(C#N)c(OCC(=O)Nc2ccccc2)n1	?	7	5	6%	3%	19%	0%	2	-4%
CCOC(=O)c1cc(C(C)C)sc1NC(=O)COC(=O)c1nccnc1N	10%	11	6	6%	9%	4%	?	-7	-5%
Cc1cc(C)cc(OCC(=O)NCC2CCCO2)c1 (stereo not drawn)	-4%	-14	1	1%	-3%	-4%	-34%	-22	-5%
CCc1nc2ccc(C(=O)NCCNC(C)=O)cn2c1N(CCC(C)C)CCN(C)C	9%	-13	-12	19%	0%	9%	3%	-11	/
Cc1c(NC(=O)c2cc(-c3ccco3)on2)c(=O)n(-c2ccccc2)n1C	-6%	-4	2	12%	-1%	3%	-23%	-1	-2%
COC(=O)c1cc(CNC(=O)c2ccccc2OCc2c(C)noc2C)ccc1OC	-4%	20	-3	0%	3%	9%	-27%	65	10%
C/C(Cn1cnc([N+](=O)[O-])n1)=N/NC(=O)COc1c(Cl)cc(Cl)cc1Cl	8%	2	-10	-1%	20%	-1%	?	21	-17%
CCCCOc1ccc(C(=O)NCC2(c3ccccc3)CCOCC2)cc1	8%	5	4	-5%	-8%	0%	-21%	-14	18%
O=C(c1cc(=O)[nH]c2ccccc12)N(Cc1nnc(-c2ccccc2Cl)o1)C1CC1	22%	6	1	6%	1%	10%	6%	-8	-46%[inhibitor]
Cn1c(N2CCOCC2)c(C=O)c2ccccc21	13%	13	1	1%	12%	0%	5%	17	-7%
Cc1cccc(NC(=S)NC(=O)C(c2ccccc2)c2ccccc2)n1	-11%	1	2	?	4%	?	-2%	32	4%
COCCN(C(=S)Nc1cccc(C)c1)C(C)c1cccs1 (stereo not drawn)	4%	-1	-1	3%	-10%	7%	-22%	-12	0%
CCOC(=O)c1ccc(Oc2cc(C)nc(Cl)n2)cc1	3%	-2	-10	25%	-5%	20%	-9%	/	-40%[inhibitor]
Cn1c(NC(=O)/C=C/c2ccccc2)cc(=O)n(C)c1=O	3%	6	1	14%	2%	16%	-15%	-11	0%
CN(C(=O)c1cccc(NC(=O)Cc2ccc(NC(=O)C3CCN(S(=O)(=O)c4cccc([N+](=O)[O-])c4)CC3)cc2)c1)C1CCC1	1%	-22	-5	-1%	0%	3%	0%	6	-21%
Cc1sc2ncnc(N3CCC(C(=O)Nc4nnc(SCc5ccccc5F)s4)CC3)c2c1C	0%	-1	1	12%	5%	11%	?	16	1%
O=C(Cc1sc(-c2ccccc2Cl)nc1-c1ccccc1)Nc1ccccc1	-2%	-29	0	-1%	11%	-8%	19%	9	3%
Cc1ccc(COc2ccc(C(=O)NN)cc2)cc1	-1%	28	0	-25%	7%	-8%	-5%	-18	-8%
C=CCn1c(SCC(=O)Nc2cccnc2Cl)nnc1-c1ccc(C(C)(C)C)cc1	?	19	3	-6%	-11%	-19%	?	7	/
COCCn1c(SC(C)C(=O)NCC2CCCO2)nc2scc(-c3ccc(F)cc3)c2c1=O (stereo not drawn)	-1%	-13	3	3%	12%	3%	?	2	7%
CN(C1CCCC1)C1CCN(C(=O)CNC(=O)/C=C/c2ccccc2)CC1	-9%	-19	-11	0%	-15%	3%	?	-7	-6%
N#CCC(=O)Nc1ccc(C(=O)OCC(=O)NC(=O)NCc2ccco2)cc1	-4%	-2	1	10%	-6%	10%	0%	-8	-5%
Cc1ccc2nsnc2c1NC(=O)c1cncc(Br)c1	4%	9	0	-3%	25%	7%	7%	-5	2%
CCn1c(C)nnc1SCC(=O)NC1CCCCCC1	1%	0	-3	23%	18%	7%	67%	7	0%
COc1ccc(-c2nc(N)ncc2-c2ccc(OC)c(OC)c2)c(O)c1	?	18	13	?	?	?	?	-53*	?
O=C(CCn1c(=S)[nH]c2ccccc2c1=O)NCCCN1CCCC1=O	-2%	?	5	0%	1%	7%	-12%	4	-1%
N#Cc1nc(COc2ccc(F)cc2)oc1N1CCN(Cc2ccccc2)CC1	-3%	-6	-4	-5%	-17%	-9%	0%	?	-1%
O=C(CC1NCCNC1=O)Nc1ccc2c(c1)OCO2 (stereo not drawn)	1%	7	2	-2%	2%	-2%	4%	15	2%

From PubChem BioAssay
